MBNL1-CUG inh = MBNL1-poly(CUG) RNA binding inhibition; Q9NR56; TR-FRET MBNL1-His/biotin-(CUG)12 binding, 665/545 ratio; Potency, µM (titrated, usually from 57.5 µM), for inactives: at the top dose activity change, negative = inhibition, actives largely listed as inhibitors; actives 0.036% (n = 280,000); active = well fitted inhibition curve with a large enough effect in the signal ratio, with a control signal flat, not every such curve was filed as active; inconclusive = small, poorly fitted or top-dose-only effect, or effect the other way, or a change in a side signal; inactive = no such curve, though single readings can be large or run the other way; the % refers to the signal ratio; note: % is set by controls: 0 for no effect and ±100 for the full control effect
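His-tagged MBNL1 binding to biotinylated (CUG)12 RNA was measured by TR-FRET using terbium anti-His antibody (0.055 ng/ul final) and streptavidin-XL665 (5 nM final). Compounds were titrated 92 nM to 58 uM; 60 min at room temperature.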
NPC1 promoter act = activates the NPC1 promoter. Huh7 NPC1 promoter luciferase reporter, 24 h. Potency, µM (highest dose often 9.22 µM), inactives show top-dose activation, actives largely listed as activators. actives 2.4% (n = 320,000);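 note: % of control where 0% means no effect; nearly all actives have a fitted effect of over 60% in size; reporter is driven by a mutant NPC1 promoter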
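Readout is luciferase luminescence, reflecting NPC1 promoter activation in stably transfected Huh7 cells after 24 h compound exposure at 37 °C in reduced-serum medium with 10% FBS.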
RORg inh = ROR gamma (mouse) transcription inhibition; Drosophila S2 Gal4-RORgamma UAS-luciferase reporter, 20 h; Potency, µM (highest dose often 53.6 µM), for inactives: at the top dose activity change, negative = inhibition, most hits filed as inhibitors; actives 5.4% (n = 310,000); note: % is set by controls: 0 for no effect and ±100 for the full control effect; nearly all actives have a fitted effect of over 60% in size
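A Gal4/UAS one-hybrid system in insect cells: metallothionein-promoter Gal4–ROR gamma fusion plus Photinus luciferase reporter. Copper sulfate 700 uM final, 20 hr ambient incubation, luminescent detection after 10 min with reagent.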
Rab9 prom act = activators of Rab9 promoter; Potency, µM (doses to about 9.22 µM), for inactives: at the highest dose activation, negative = inhibition, hits mostly activators; actives 2.8% (n = 320,000); Huh7 Rab9 promoter-luciferase reporter, luminescence, 24 h; note: % of control where 0% means no effect; nearly all actives have a fitted effect of over 60% in size
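Luminescence from Amplite-detected luciferase (10 minutes, ambient) reports Rab9 promoter activation. Before that, stable Rab9-luciferase Huh7 cells (1500/well, reduced-serum OP-MEM I plus 10% FBS) were exposed to compound for 24 hours at 37C.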
VP16 counter = inhibits Gal4-VP16 luciferase reporter, ROR gamma counter-screen. AID 2546. actives 3.5% (n = 310,000). Potency, µM (highest dose often 53.6 µM), for inactives: at the highest dose activity, negative = inhibition, hits mostly inhibitors. Drosophila S2 Gal4-VP16 UAS-luciferase, luminescence, 20 h;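 note: Gal4-VP16 expression switched on by copper sulfate through the metallothionein promoter; % is set by controls: 0 for no effect and ±100 for the full control effect; nearly all actives have a fitted effect of over 50% in size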
FLuc modulator = inhibits or activates purified firefly luciferase, miR-21 counter-screen | actives 6.9% (n = 360,000) | AID 588342 | purified FLuc, Km substrates, luminescence inhibition | Potency, µM (doses to about 57.5 µM), without a hit: at the highest dose activity change, negative = inhibition, actives largely listed as inhibitors;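 note: plate controls were vehicle for no effect and reference inhibitor for full effect; nearly all actives have a fitted effect of over 55% in size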
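Purified P. pyralis luciferase, 10 nM final, with Km-level 10 uM D-luciferin and 10 uM ATP in 50 mM Tris acetate pH 7.5, 10 mM Mg acetate, 0.01% Tween-20, 0.05% BSA; 6-point qHTS titration about 60 µM downward; luminescence read.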
uPA surface inh = inhibitors of cell surface uPA generation. Potency, µM (series often up to 38.3 µM), for the others: at the top dose activity change, negative = inhibition, most hits filed as inhibitors. actives 0.31% (n = 330,000). cell surface uPA generation assay, qHTS; active = well fitted inhibition curve with a large enough effect; inconclusive = small, poorly fitted or top-dose-only effect; inactive = no such curve, though single readings can be large or run the other way; tested in mouse RAW 264.7 cells; note: % is set by controls: 0 for no effect and ±100 for the full control effect; nearly all actives have a fitted effect of over 55% in size
ELG1 genotox = induces genotoxicity in HEK293T cells with luciferase-tagged ELG1. HEK293T ELG1-luciferase reporter, luminescence, 16 h. Potency, µM (series often up to 46 µM), for inactives: top-dose activity change, positive = activation, hits mostly activators. actives 1.3% (n = 330,000). AID 504466; note: % of control where 0% means no effect; nearly all actives have a fitted effect of over 60% in size
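Genotoxic stress is detected as increased luminescence from luciferase-tagged ELG1 in HEK293T cells, measured with ONE-Glo after a 16 hr treatment at 37 °C.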
CXXC DNA block = MLL CXXC-DNA interaction inhibition; Q03164; MLL-CXXC / FITC-HOXA9 DNA fluorescence polarization; Potency, µM (doses to about 115 µM), inactives show at the top dose activity change, negative = inhibition, usual class: inhibitors; actives 0.037% (n = 290,000); active = well fitted inhibition curve with a large enough effect in the polarisation, with a control signal flat, not every such curve was filed as active; inconclusive = small, poorly fitted or top-dose-only effect, or effect the other way, or a change in a side signal; inactive = no such curve, though single readings can be large or run the other way; the % refers to the polarisation
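Purified MLL-CXXC (added from a 7 uM solution) was preincubated 5 min at ambient with pinned compounds in 50 mM Tris-HCl pH 7.5, 50 mM NaCl, 1 mM DTT, 0.05% BSA. Fluorescein-labeled HOX-A9 DNA (50 nM solution) followed, 30 min, then polarization read.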
BRCA1 expr up = increases BRCA1 expression; MCF7-BRCA1-FFLuc reporter, luminescence, 48 h; response scale: scaled: vehicle 0%, 10 µM genistein 100%; Potency, µM (series often up to 46.1 µM), without a hit: at the highest dose activation, hits mostly activators; actives 1.1% (n = 380,000); AID 624202; note: nearly all actives have a fitted effect of over 80% in size; some results filed as inactive show a strong effect at the top dose
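Quantitative HTS in MCF7 cells stably reporting BRCA1 expression via firefly luciferase. Compound treatment lasts 48 h at 37 °C in phenol-red free MEM. Activation is expressed relative to genistein at 10 microM and DMSO.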
p53 reactivation = restores transcriptional activity of mutant p53; H1299 p53-A138V BP100-luciferase reporter, luminescence, 24 h; Potency, µM (highest dose often 92.2 µM), for the others: at the top dose activity change, positive = activation, usual class: activators; actives 0.063% (n = 320,000); note: % of control where 0% means no effect; nearly all actives have a fitted effect of over 45% in size
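p53-null H1299 cells stably carrying temperature-sensitive p53-A138V and a BP100-luciferase reporter were pinned with compounds (4-point, 1:5 series) and held 24 hrs at 37 deg C. Luminescence was read 10 min after detection reagent.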
The depositor's hits bear a star; u = inconclusive; x = not tested or not shown; [ ] = remark or other dose. Unless noted, calls come from the whole dose curve; as a rule, active = well fitted curve in the direction sought with a large enough effect; inconclusive = small, poorly fitted or top-dose-only effect, or another doubt; inactive = no such curve, though single readings can be large; an effect the other way counts as inactive or inconclusive. Potency is the fitted concentration of half-maximal effect.

Values run as follows: BRCA1 expr up | NPC1 promoter act | CXXC DNA block | uPA surface inh | RORg inh | VP16 counter | ELG1 genotox | FLuc modulator | MBNL1-CUG inh | p53 reactivation | Rab9 prom act
- Cc1ccc(OCc2cc(C(=O)N3CCc4sccc4C3)no2)cc1C
→ 11.1% | 1.0% | 9.9% | 3.3% | 29.2% | -15.3% | -1.9% | -10.3% | -5.1% | -3.3% | -2.6%
- Cc1cc(N2CCCC2)n2nc(C)nc2n1
→ -5.6% | 2.2% | 10.3% | 1.9% | -20.3% | 6.0% | 2.7% | 4.1% | -19.3% | -1.5% | -8.9%
- c1ccc(N2CCN(C3CCSC3)CC2)cc1 (stereo not given)
→ 2.5% | 2.9% | 8.5% | -7.0% | 0.4% | -1.9% | 4.8% | 2.9% | u | 11.0% | -0.8%
- COc1cc(-n2c(C)nc3cc(C(=O)O)ccc32)cc(OC)c1OC
→ 0.0% | -2.4% | -6.3% | 1.6% | -21.4% | -1.6% | 1.4% | -6.5% | 7.1% | -2.0% | 10.6%
- O=C(N/N=C/c1cccc(Oc2ccccc2)c1)c1ccncc1
→ 7.7% | 1.4% | -6.1% | 3.0% | u | u | -3.4% | u | 5.0% | 8.2% | 13.7%
- COC(=O)/C(=C(/F)SCC(C)=O)C(F)(F)F
→ x | -2.7% | 11.2% | x | -15.8% | -0.3% | 1.7% | -0.1% | 3.3% | 0.1% | -4.4%
- CCO[C@H]1OC(C(=O)NCc2nc3ccccc3[nH]2)=C[C@@H](c2ccccc2)[C@@H]1CCCO
→ -16.4% | -1.8% | -28.1% | -0.7% | 3.5% | 2.2% | -7.0% | 2.3% | -1.3% | -2.7% | -0.1%
- CC(C)C[C@@]12C(=O)N(c3cccc(Cl)c3)C(=O)N1[C@H](c1ccc(Br)cc1)[C@@H]1C(=O)N(C(C)(C)C)C(=O)[C@@H]12
→ -25.7% | -1.7% | x | 17.0% | x | x | 0.1% | -0.1% | x | 7.5% | -2.3%
- Cc1ccc(S(=O)(=O)N2[C@@H](c3ccc(F)cc3)C(C(=O)O)=CC[C@H]2c2cccc(C)c2)cc1
→ 0.0% | -1.1% | x | 14.7% | x | x | -9.1% | -0.9% | x | 2.3% | -9.5%
- COc1ccc(OC)c(/C=N/N(CCC#N)C2=NS(=O)(=O)c3ccccc32)c1
→ -48.9% | -1.8% | 27.2% | -5.0% | -9.3% | 5.9% | 4.4% | -0.9% | -11.5% | 13.6% | -2.9%
- CC(C)C[C@@H](CO)N(Cc1ccccc1)S(=O)(=O)N(Cc1ccccc1)[C@H](CO)CC(C)C
→ -68.3% | -9.6% | x | u | x | x | -12.9% | -10.2% | x | -40.0%[inhibitor] | -7.2%
- COc1ccc(CN(C)C(=O)c2ccc(NC(=O)CC3SC(N4CCCC4)=NC3=O)cc2)c(OC)c1 (stereo not given)
→ -3.8% | 1.0% | x | 2.6% | x | x | 3.7% | 2.2% | x | -3.1% | -3.1%
- Cc1nc2c(C(F)(F)F)cccc2c2c1CCS2
→ -2.8% | 1.7% | 2.6% | -7.5% | -13.3% | -16.9% | -3.4% | -6.8% | -0.5% | 7.4% | -3.3%
- O=C(CN1C(=O)CCS(=O)(=O)c2ccccc21)Nc1ccc(Cl)cc1
→ -1.6% | -6.7% | 4.0% | -2.0% | 14.3% | -4.6% | -0.3% | -0.9% | -3.4% | -7.7% | 0.9%
- CCOCCCNC(=O)C(c1ccc(C)cc1)N(Cc1cccs1)C(=O)c1ccccc1O (stereo not given)
→ -24.6% | -4.7% | -0.8% | 2.9% | 15.8% | -4.1% | -5.7% | -2.8% | 3.6% | 0.9% | 2.6%
- Cc1ccc(S(=O)(=O)NC(CC(N)=O)C(=O)O)cc1 (stereo not given)
→ 7.5% | -4.6% | -3.4% | -1.3% | 13.7% | -3.9% | 0.3% | 0.9% | -1.3% | 0.4% | -4.6%

Part of the list above, reformatted.
Compound,BRCA1 expr up,NPC1 promoter act,CXXC DNA block,uPA surface inh,RORg inh,VP16 counter,ELG1 genotox,FLuc modulator,MBNL1-CUG inh,p53 reactivation,Rab9 prom act
Cc1ccc(OCc2cc(C(=O)N3CCc4sccc4C3)no2)cc1C,11.1%,1.0%,9.9%,3.3%,29.2%,-15.3%,-1.9%,-10.3%,-5.1%,-3.3%,-2.6%
Cc1cc(N2CCCC2)n2nc(C)nc2n1,-5.6%,2.2%,10.3%,1.9%,-20.3%,6.0%,2.7%,4.1%,-19.3%,-1.5%,-8.9%
c1ccc(N2CCN(C3CCSC3)CC2)cc1 (stereo not given),2.5%,2.9%,8.5%,-7.0%,0.4%,-1.9%,4.8%,2.9%,u,11.0%,-0.8%
COc1cc(-n2c(C)nc3cc(C(=O)O)ccc32)cc(OC)c1OC,0.0%,-2.4%,-6.3%,1.6%,-21.4%,-1.6%,1.4%,-6.5%,7.1%,-2.0%,10.6%
O=C(N/N=C/c1cccc(Oc2ccccc2)c1)c1ccncc1,7.7%,1.4%,-6.1%,3.0%,u,u,-3.4%,u,5.0%,8.2%,13.7%
COC(=O)/C(=C(/F)SCC(C)=O)C(F)(F)F,x,-2.7%,11.2%,x,-15.8%,-0.3%,1.7%,-0.1%,3.3%,0.1%,-4.4%
CCO[C@H]1OC(C(=O)NCc2nc3ccccc3[nH]2)=C[C@@H](c2ccccc2)[C@@H]1CCCO,-16.4%,-1.8%,-28.1%,-0.7%,3.5%,2.2%,-7.0%,2.3%,-1.3%,-2.7%,-0.1%
CC(C)C[C@@]12C(=O)N(c3cccc(Cl)c3)C(=O)N1[C@H](c1ccc(Br)cc1)[C@@H]1C(=O)N(C(C)(C)C)C(=O)[C@@H]12,-25.7%,-1.7%,x,17.0%,x,x,0.1%,-0.1%,x,7.5%,-2.3%

Assay outcomes from PubChem.

Some of the compounds tested (hit frequency here may not be typical).
